GLP1R ag = GLP-1 receptor (human) agonism | Potency, µM (doses to about 45.6 µM), for the others: at the highest dose activation, most hits filed as activators | P43220 | AID 624172 | HEK293 GLP-1R CRE-luciferase, luminescence, 4-6 h; cells express a hypersensitive GLP-1R form | actives 0.007% (n = 380,000); also: potency is read from the fitted curve at half-maximal effect; % of control where 0% means no effect
Target sequence (P43220 whole entry, looked up): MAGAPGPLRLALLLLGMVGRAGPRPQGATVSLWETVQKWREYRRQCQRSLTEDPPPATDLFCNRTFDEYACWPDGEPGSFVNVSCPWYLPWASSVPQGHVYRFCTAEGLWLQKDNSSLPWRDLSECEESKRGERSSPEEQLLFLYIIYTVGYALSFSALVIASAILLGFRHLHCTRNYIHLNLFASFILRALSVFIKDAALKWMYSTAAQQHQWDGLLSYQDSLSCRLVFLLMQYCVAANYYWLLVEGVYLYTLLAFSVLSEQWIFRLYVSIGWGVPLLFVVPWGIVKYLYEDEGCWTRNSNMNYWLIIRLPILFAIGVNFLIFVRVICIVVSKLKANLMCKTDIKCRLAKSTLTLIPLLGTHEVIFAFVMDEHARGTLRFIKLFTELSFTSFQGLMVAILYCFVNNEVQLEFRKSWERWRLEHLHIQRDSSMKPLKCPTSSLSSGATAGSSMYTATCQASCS
FUS yeast rescue = FUS proteinopathy suppression in yeast; Potency, µM (highest dose often 76.6 µM), without a hit: at the highest dose growth rescue (activation), usual class: activators; S. cerevisiae FUS-expressing, growth rescue, OD600, 24 h; AID 1347120; actives 0.24% (n = 390,000);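 also: potency is read from the fitted curve at half-maximal effect; plate controls were DMSO vehicle for no effect and reference control for full effect; nearly all actives have a fitted effect of over 55% in size; some results filed as inactive show a strong effect at the top dose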
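S. cerevisiae expressing FUS from galactose induction served as the toxicity model. Growth after 24hr at 30C, read as absorbance at 600 nm, indicates suppression of toxicity; compounds dosed at several concentrations.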
TDP43 rescue = TDP-43 toxicity inhibition in yeast | TDP-43 expressing yeast growth rescue, BacTiter-Glo, 24 h | Potency, µM (doses to about 46.1 µM), inactives show top-dose growth rescue (activation), most hits filed as activators | actives 1.8% (n = 410,000); also: potency is read from the fitted curve at half-maximal effect; % of control where 0% means no effect; nearly all actives have a fitted effect of over 50% in size
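Galactose-induced TDP-43 yeast, OD600=0.02, compound pinned; 24 hr, 30 deg C; BacTiter-Glo luminescence for growth. Inhibitors of TDP-43 toxicity read as activators.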
pAkt inh = inhibitors of Akt phosphorylation; activity change, % for hits at 50 µM; Neuro2A IGF-stimulated pAkt S473 HTRF, 20 min; active compounds read low; actives 0.32% (n = 360,000); AID 651550; in the data active = activity change below about -80%; inconclusive = mostly about -51% to -80%; also: % is scaled to controls: 0 for no effect and ±100 for the full control effect
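Neuro2A cells (4,500/well, DMEM with 0.5% FBS) were treated with compound at a single 50 µM final concentration, stimulated with 6 nM IGF for 20 min at 37 °C, and lysed. Phospho-Akt Ser473 was read by HTRF as 665/615 ratio ×10^4.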
PTHR1 agonist = agonists of human PTHR1 parathyroid hormone receptor; actives 0.075% (n = 410,000); Potency, µM (series often up to 115 µM), for the others: at the highest dose activation, most hits filed as activators; HEK293 GP2 PTHR1 cells, GloSensor cAMP luminescence, 1 h; AID 743266; also: potency is read from the fitted curve at half-maximal effect; nearly all actives have a fitted effect of over 55% in size; some results filed as inactive show a strong effect at the top dose; inactives centre near -15; many of its hits are not listed in these tables
Target sequence (Q03431 whole entry, looked up): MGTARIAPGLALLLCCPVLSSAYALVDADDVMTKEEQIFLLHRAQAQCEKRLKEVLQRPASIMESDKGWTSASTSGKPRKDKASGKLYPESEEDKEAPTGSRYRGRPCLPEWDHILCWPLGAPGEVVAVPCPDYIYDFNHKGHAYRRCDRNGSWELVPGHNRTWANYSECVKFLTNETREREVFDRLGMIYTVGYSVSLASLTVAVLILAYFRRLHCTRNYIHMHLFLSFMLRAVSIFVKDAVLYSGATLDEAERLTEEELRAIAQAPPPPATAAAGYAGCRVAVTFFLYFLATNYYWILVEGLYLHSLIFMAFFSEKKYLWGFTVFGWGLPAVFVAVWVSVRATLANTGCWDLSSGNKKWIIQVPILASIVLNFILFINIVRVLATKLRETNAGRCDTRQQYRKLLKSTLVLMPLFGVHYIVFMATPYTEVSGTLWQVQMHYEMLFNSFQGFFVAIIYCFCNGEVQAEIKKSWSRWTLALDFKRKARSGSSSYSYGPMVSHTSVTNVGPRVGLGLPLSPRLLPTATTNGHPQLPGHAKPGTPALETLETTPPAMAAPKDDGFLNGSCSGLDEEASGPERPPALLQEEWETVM
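HEK-293-derived GP2 cells expressing PTHR1 and a GloSensor cAMP reporter, 3,000/well, plated overnight, given luciferin plus IBMX (each 0.5 mM as added) for 1 h at 37 °C, then compound for 1 h at 37 °C. Luminescence was read after 15 min at room temperature.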
GLP-1R inv ag = acts as inverse agonist at human GLP-1 receptor; P43220; HEK293 GLP-1R CRE-luciferase, luminescence, 24 h; GLP-1R form is constitutively active; Potency, µM (series often up to 38.3 µM), inactives show at the highest dose activity change, negative = inhibition, hits mostly inhibitors; actives 1.6% (n = 410,000); also: potency is read from the fitted curve at half-maximal effect; % is scaled to controls: 0 for no effect and ±100 for the full control effect; nearly all actives have a fitted effect of over 55% in size
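Inverse agonists were sought by their lowering of basal cAMP reporter luciferase output in HEK293 cells stably carrying constitutively active human GLP-1R, after 24 h compound treatment.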
Abeta rescue = A-beta toxicity reversal in yeast; actives 0.063% (n = 410,000); AID 1347071; yeast expressing A-beta42, growth rescue, OD600, 48 h; response scale: 0% DMSO, 100% iron-clioquinol control; Potency, µM (doses to about 46.1 µM), without a hit: at the top dose growth rescue, most hits filed as activators; also: potency is read from the fitted curve at half-maximal effect; nearly all actives have a fitted effect of over 55% in size
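Yeast growth medium received pinned compounds, then yeast cells expressing toxic A-beta were added; plates incubated at 30 C for 48 hr. Growth read as absorbance at 600 nm, normalized to DMSO and equimolar FeCl3 plus clioquinol controls.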
DRD3 antagonist = antagonists of human D3 dopamine receptor; AID 652054; P35462; D3R cells, DiscoveRx beta-arrestin luminescence, antagonist mode; active compounds read low; actives 2.5% (n = 360,000); max response, negative = inhibition, %; in the data active = max response below about -50%; inconclusive = no clear call, values can overlap the other calls; also: % is scaled to controls: 0 for no effect and ±100 for the full control effect; mostly tested at two doses, the higher about 12 µM
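Cells plated overnight at 1500 cells/well, then exposed to library compounds with dopamine controls for 90 minutes at 37 degrees C. DiscoveRx reagent added for 30–60 minutes at room temperature; luminescence read, quantitative HTS format.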
aSyn yeast inh = inhibitors of alpha-synuclein toxicity in yeast; Potency, µM (titrated, usually from 46.1 µM), for the others: at the highest dose growth rescue (activation), hits mostly activators; actives 0.14% (n = 370,000); AID 652106; Yeast expressing alpha-synuclein, growth rescue, BacTiter-Glo, 24 h; also: potency is read from the fitted curve at half-maximal effect; % of control where 0% means no effect; nearly all actives have a fitted effect of over 65% in size
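Galactose-induced alpha-syn yeast (OD600=0.02, raffinose-pregrown) + pinned cpd, 24 hr, 30 deg C; growth by BacTiter-Glo luminescence. Growth restoration scores as activation.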
The depositor's hits bear a star; i = inactive; ? = inconclusive; nt = not tested or not shown; & = joins results of further samples; [ ] = remark or other dose. Unless noted, calls follow the shape of the dose curve; as a rule, active = well fitted curve in the direction sought with a large enough effect; inconclusive = small, poorly fitted or top-dose-only effect, or another doubt; inactive = no such curve, though single readings can be large; an effect the other way counts as inactive or inconclusive.

SMILES	GLP1R ag	FUS yeast rescue	TDP43 rescue	pAkt inh	PTHR1 agonist	GLP-1R inv ag	Abeta rescue	DRD3 antagonist	aSyn yeast inh
O=c1[nH]cnc(O)c1N=Nc1ccccc1	20%	7%	-12%	i	i	36%[activator]	-13%	0	-2%
Cc1cc(N2CCN(C(=O)c3ccco3)CC2)n2nc(C)nc2n1	-1%	-7%	0%	i	-33%[inhibitor]	14%	-13%	9	-6%
Cc1ccc(-n2c(O)c(C=Nc3cc(C)on3)c3ccccc3c2=O)c(C)c1	-24%	nt	17%	i	i	?	-9%	-22	15%
COCCNCC1C(Oc2ccc(Cl)cc2)C(=O)N1c1ccccc1C (configuration not stated)	4%	11%	-7%	i	-24%	?	5%	3	1%
O=C(CCC(=O)N(CC(=O)NC1CCCCC1)CC1CCCO1)Nc1nccs1 (configuration not stated)	-4%	2%	0%	i	i	2%	1%	21	1%
Clc1cccc(Cc2c(-c3ccccc3)nc3ccc(Br)cn23)c1	19%	24%	?	i	-12%	?	-20%	-13	-4%
Nc1ccc(N2CCCCC2)c(S(=O)(=O)Nc2ccccc2Cl)c1	5%	?	-12%	i	-16%	?	11%	14	5%
O=C(c1cc2ccccc2o1)N(C1CC1)C1(C(=O)Nc2ccccc2)CCCC1	-1%	24%	?	i	-28%	?	-12%	-3	-45%[inhibitor]
COc1cccc(NC(=O)COC(=O)C2CC(=O)N(c3ccc(C)cc3)C2)c1 (configuration not stated)	-1%	-1%	15%	i	i	-4%	15%	20	2%
CN(c1ccc([N+](=O)[O-])cc1/C=N/NC(=O)COc1ccccc1)C1CCCCC1	2%	nt	-14%	i	i	5%	-9%	0	-1%
COCC(=O)Nc1cc(OC)cc(OC)c1	-18%	3%	-12%	i	-9%	57%[activator]	3%	10	3%
CCN(Cc1ccccc1)S(=O)(=O)c1csc(C(N)=O)c1	6%	-5%	-4%	i	i	?	10%	15	5%
CC(=O)c1cccc(NC(=O)Cn2nc(C(F)(F)F)c3c2CCC3)c1	0%	12%	11%	nt	-49%[inhibitor]	-29%	-2%	nt	nt
CCCS(=O)(=O)c1c(S(=O)(=O)CCC)c2c(C)cccn2c1C(=O)OC	12%	6%	-16%	i	-12%[57.5 µM]	-1%	-30%	-15	-79%[inhibitor]
C/C(=N\OC(=O)c1c(-c2ccccc2Cl)noc1C)c1nccs1	-4%	14%	4%	i	-15%	-16%	4%	13	-5%

Brought forward from above: 3 entries; new compounds follow.
SMILES	GLP1R ag	FUS yeast rescue	TDP43 rescue	pAkt inh	PTHR1 agonist	GLP-1R inv ag	Abeta rescue	DRD3 antagonist	aSyn yeast inh
CC(=O)c1cccc(NC(=O)Cn2nc(C(F)(F)F)c3c2CCC3)c1	0%	12%	11%	nt	-49%[inhibitor]	-29%	-2%	nt	nt
CCCS(=O)(=O)c1c(S(=O)(=O)CCC)c2c(C)cccn2c1C(=O)OC	12%	6%	-16%	i	-12%[57.5 µM]	-1%	-30%	-15	-79%[inhibitor]
C/C(=N\OC(=O)c1c(-c2ccccc2Cl)noc1C)c1nccs1	-4%	14%	4%	i	-15%	-16%	4%	13	-5%
CCCC(=O)C1=C(SCC)CC(C)(C)C(C(=O)OC)C1=O (configuration not stated)	-2%	-17%	8%	i	i	1%	21%	-2	-4%
COc1ccc(CNc2nnnn2C)c(OC)c1	-6%	1%	12%	i	i	13%	0%	-5	4%
Cc1c(C(=O)Nc2ccc3c4c(cccc24)CC3)cccc1[N+](=O)[O-]	4%	-11%	7%	i	i	-3%	-8%	11	7%
CCn1ncc(Br)c1C(=O)Nc1ccc(F)c([N+](=O)[O-])c1	-28%	nt	?	i	-12%	9%	1%	5	4%
COc1ccc(NC(=O)/C=C/c2cc(OC)c(OC)c(OC)c2)cn1	2%	-1%	-19%	i	i	12%	1%	0	-6%
CCOc1ccc(C2C=C(c3ccccc3)Nc3nnnn32)cc1 (configuration not stated)	2%	18%	1%	i	-22%	14%	-3%	-4	-4%
Fc1cccc(Oc2nc3ccccc3n3cccc23)c1	7%	-7%	3%	i	i	-15%	-1%	-6	1%
Cc1cccc(C)c1NC(=O)C(c1ccc(C#N)cc1)n1c(=O)c(-c2cc3ccccc3[nH]2)nc2ccccc21 (configuration not stated)	nt	35%	10µM*	i	-41%[inhibitor]	?	?	19	29%
COc1ccccc1NC(=O)CSc1nnc(-c2cccc(Cl)c2)o1	nt	38%	18µM*	nt	i	6%	21%	nt	nt
Cc1c(C(=O)N2CCCCC2)c(S(=O)(=O)NCc2ccc(N(C)C)cc2)c(C)n1C	7%	-11%&14%	-12%&0%	i	-2%&27%	-1%&7%	-4%&-6%	-23	-1%
CC1CCCC(NC(=O)CCN2C(=O)COc3ccccc32)C1C (configuration not stated)	-1%	-22%	22%	i	i	-16%	3%	2	1%
O=C(Nc1ccc(F)cc1)N1CCN(c2ccc(F)cc2)CC1	6%	7%	-17%	i	-14%	1%	-2%	-13	-2%
COc1ccc(NC(=O)Cn2c(=O)oc3cc(Cl)ccc32)c(OC)c1	3%	-10%&-2%	16%&3%	i	-10%	8%&11%	-7%&-12%	9	0%
O=C(c1ccco1)N1CCN(Cc2cc(=O)c(OCc3ccc(F)cc3)co2)CC1	3%	4%	5%	i	i	-3%	-4%	6	1%
Cc1c(OC(C)C(=O)NCc2ccccn2)ccc2c3c(c(=O)oc12)CCCC3 (configuration not stated)	22%	24%	?	i	i	98%[activator]	-10%	5	5%
CCOc1ccc(Cn2nnc(C(=O)Nc3ccc(OC)cc3OC)c2N)cc1	2%	-5%	15%	i	-6%	-2%	3%	4	3%
Cc1ccc2nc(-c3ccncc3)c(NC3CCCCC3)n2c1	1%	-9%	-1%	i	i	9%	-7%	1	2%
CCOCc1cc(=O)[nH]c(SC)n1	16%	-26%	-10%	i	-15%	5%	-3%	7	?
CCOC(=O)c1cc(NC(=O)Nc2ccc(Br)cc2)c(C)nc1C	11%	-20%	16%	i	-2%	?	8%	21	5%
O=C(COC(=O)C1CCN(S(=O)(=O)c2c(Cl)cccc2Cl)CC1)NCc1ccco1	1%	21%	-16%	i	7%	10%	15%	3	15%
Cc1ccc(CN2CCc3c(OCc4ccc(F)cc4)cccc3C2=O)cc1	13%	29%	-9%	i	-36%[inhibitor]	4.5µM*	33%	-23	-9%
Cc1cnc(NC(=O)[C@H](C)N2C(=O)C3CCCCC3C2=O)s1 (some centres not stated)	0%	23%	-18%	i	-5%	36%[activator]	-17%	-8	-2%
CN1C2CCC1CC(N(CCc1ccccc1)C(=O)c1ccc(Cl)cc1)C2 (configuration not stated)	-4%	-7%	4%	i	-7%	10µM*	3%	4	0%
CCCCN1C(=O)c2ccc(C(=O)OCC(=O)NCCc3ccc(S(N)(=O)=O)cc3)cc2C1=O	-3%	-6%	18%	i	-18%	3%	9%	14	2%
COc1ccc(N2C(=O)CC(n3c(CCCCO)nc4ccccc43)C2=O)cc1 (configuration not stated)	0%	-10%	4%	i	-6%[57.5 µM]	11%	-47%[inhibitor]	0	5%
Cc1cc(C)cc(NC(=O)C(c2ccccc2)N2CCN(CC(=O)NC3CC3)CC2)c1 (configuration not stated)	16%	nt	-3%	i	i	-18%	0%	-23	-5%
FC(F)(F)c1ccc(N2CCN(c3ncnc4c3nnn4Cc3ccccc3Cl)CC2)cc1	-19%	-11%	-8%	nt	-20%[57.5 µM]	5%	10%	0	6%
CN1C(=O)CC(N2CCN(C(c3ccccc3)c3ccccc3)CC2)C1=O (configuration not stated)	-7%	5%	8%	i	i	?	6%	5	4%
CCNC(=S)N(CCc1c(C)[nH]c2ccc(C)cc12)Cc1cccnc1	6%	38%	-6%	i	i	?	5%	?	2%
CCOC(=O)c1ccc(NC(=O)c2c(NCc3cccs3)sc3c2CCCCC3)cc1	nt	?	12%	nt	-8%	-18%	-10%	nt	nt
O=C(CS(=O)(=O)c1ccccc1)NCc1ccco1	-1%	-7%	-8%	i	-9%	3%	-13%	10	7%
O=C(CSc1nc2nc(-c3cccs3)cc(C(F)(F)F)c2c(=O)[nH]1)NCc1ccco1	-4%	35%	0%	i	i	1%	-6%	43	3%
CCc1ccc(NS(=O)(=O)c2ccc3[nH]cc(C(=O)NCc4ccc(C)cc4)c(=O)c3c2)cc1	nt	-15%	10%	nt	-32%[inhibitor]	?	-5%	nt	nt
CN(C)C(=O)CSc1nnc(-c2cnccn2)n1C	-8%	-21%	22%	i	i	20%	21%	4	-1%
Cc1nnc(Oc2ccccc2F)c2ccccc12	7%	33%	0%	i	i	74%[activator]	2%	-9	5%
O=C1NC(=O)C(Nc2cccc3ccccc23)S1 (configuration not stated)	-17%	19%	3%	i	-20%[57.5 µM]	-6%	12%	-25	2%
CCOCCCn1c(SCC(=O)Nc2ccc(OC)cc2)nc2ccccc2c1=O	21%	37%	-19%[1.82 µM]	i	i	-12%	0%	-7	-1%
CCc1ccc(NC(=O)Nc2nnc(N(C)C3CCCCC3)s2)cc1	nt	-19%	-16%[9.22 µM]	nt	6%	13%	-18%	nt	nt
COc1ccc(NC(=O)c2ccccc2NS(=O)(=O)c2ccc(CNC(C)=O)cc2)c(OC)c1	2%	4%	5%	i	i	-2%	2%	-12	-5%
COc1ccc(OC(=O)CCCN2C(=O)c3ccccc3C2=O)cc1	1%	21%	2%	i	i	0%	15%	17	4%
O=C1/C(=C/c2ccc(F)cc2)SC(=S)N1CC(=O)N1CCCCC1c1cccnc1 (configuration not stated)	-5%	-10%	9%	i	0%	5%	-8%	1	?

This is a subset. The share of hits here may be higher or lower than overall.
